TSG101-PTAP inh = blocks PTAP binding to human TSG101, validation | Q99816 | Fluorescence polarization, FITC-PTAP peptide/Tsg101, 20 min | Potency, µM (series often up to 115 µM), for inactives: at the highest dose activity change, negative = inhibition, actives largely listed as inhibitors | 44,000 tested, under 10 active | AID 1347069; note: potency is the fitted concentration of half-maximal effect; 0% is about no effect
Target sequence (Q99816 whole entry, looked up): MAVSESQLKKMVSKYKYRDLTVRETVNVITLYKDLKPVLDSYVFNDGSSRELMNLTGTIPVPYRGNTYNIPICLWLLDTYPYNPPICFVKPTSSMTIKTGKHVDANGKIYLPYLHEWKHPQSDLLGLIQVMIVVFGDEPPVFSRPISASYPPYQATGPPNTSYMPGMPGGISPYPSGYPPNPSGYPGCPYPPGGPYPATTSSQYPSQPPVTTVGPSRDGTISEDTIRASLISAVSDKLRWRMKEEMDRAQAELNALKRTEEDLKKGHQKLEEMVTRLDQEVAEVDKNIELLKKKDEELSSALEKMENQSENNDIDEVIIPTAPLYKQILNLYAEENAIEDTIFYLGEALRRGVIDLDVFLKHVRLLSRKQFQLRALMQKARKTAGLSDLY
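FITC-labeled PTAP peptide (50 nM final) binding to Tsg101 binding domain (10 uM final) read by fluorescence polarization after 20 min at r.t. in HEPES pH 7.5 buffer. Actives by CRC class, <25 µM.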
GALK inhibitor = inhibitors of human galactokinase (GALK) | Potency, µM (series often up to 57.5 µM), without a hit: top-dose activity, negative = inhibition, hits mostly inhibitors | 44,000 tested, under 10 active | recombinant GALK, Kinase-Glo ATP luminescence, 1 h;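 note: plate controls were full GALK reaction for no effect and reaction lacking GALK for full effect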
Target sequence (P51570 whole entry, looked up): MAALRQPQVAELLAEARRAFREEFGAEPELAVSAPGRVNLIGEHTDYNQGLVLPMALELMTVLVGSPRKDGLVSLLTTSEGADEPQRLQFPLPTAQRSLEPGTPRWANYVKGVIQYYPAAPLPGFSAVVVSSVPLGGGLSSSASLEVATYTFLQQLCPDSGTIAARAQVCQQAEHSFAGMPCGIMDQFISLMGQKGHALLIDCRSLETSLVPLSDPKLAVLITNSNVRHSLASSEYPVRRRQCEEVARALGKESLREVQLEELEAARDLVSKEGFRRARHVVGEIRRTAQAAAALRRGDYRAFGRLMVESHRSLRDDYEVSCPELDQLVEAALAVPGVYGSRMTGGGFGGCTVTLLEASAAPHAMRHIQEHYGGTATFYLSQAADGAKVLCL
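Luminescent ATP-depletion readout (Kinase-Glo Plus, 10 min) after 1 h RT reaction of 5 nM GALK, 35 uM ATP, 100 uM galactose, pH 8.0 HEPES buffer. Decreased kinase activity scored as inhibition.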
p53null 32C tox = kills p53 null cells at the permissive temperature. AID 903. actives 0.62% (n = 55,000). H1299-neo p53 null cells, ATP luminescence, 24 h, 32C. Potency, µM (titrated, usually from 46.1 µM), without a hit: at the highest dose activity change, negative = cytotoxicity, actives largely listed as cytotoxic;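 note: potency is the fitted concentration of half-maximal effect; 0% = DMSO only and -100% = full killing by 100 µM tamoxifen; nearly all actives have a fitted effect of over 55% in size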
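H1299-neo (p53-null) cells, 600/well, were pre-incubated overnight at 37C, then exposed to compounds at up to 46 uM for 24 hr at 32C. Viability was measured as ATP content by luminescence, and AC50 values came from Hill fits.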
B2AR arrestin ag = ADRB2 beta-arrestin recruitment. P07550. HTLA Tango cells, beta-arrestin recruitment, luciferase luminescence, 18 h. Potency, µM (series often up to 46.1 µM), inactives show top-dose activation, most hits filed as activators. 44,000 tested, under 10 active. AID 1347077;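 note: potency is the fitted concentration of half-maximal effect; 0% = DMSO and full agonism = EC100 isoproterenol or metaproterenol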
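First, Tango cells carrying beta2-AR and beta-arrestin fusions received compound up to 46 microM. After 18 hr at 37 degrees C, luciferase substrate was added for 15 minutes, then luminescence gave %Activity for curve fitting.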
FH mod = Identification of activators of human fumarate hydratase by quantitative high-throughput screening; Fumarate hydratase, mitochondrial (Homo sapiens), P07954; FH coupled MDH/diaphorase resazurin fluorescence, 15 min; Potency, µM (series often up to 79.9 µM), for inactives: at the highest dose activity change, negative = inhibition, most hits filed as inhibitors; actives 0.22% (n = 54,000); note: potency is the fitted concentration of half-maximal effect; % is set by controls: 0 for no effect and ±100 for the full control effect; the screen sought activators but most active calls are inhibition curves; nearly all actives have a fitted effect of over 45% in size
p53null 39C tox = selectivity test: cytotoxicity in p53 null cells, nonpermissive temperature. Potency, µM (top dose mostly 46.1 µM), inactives show at the top dose activity, negative = cell killing, hits mostly cytotoxic. H1299 p53-null (neo) cells, 39C, ATPlite viability, 24 h. actives 0.97% (n = 55,000);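 note: potency is the fitted concentration of half-maximal effect; 0% = DMSO only and -100% = full killing by 100 µM tamoxifen; nearly all actives have a fitted effect of over 50% in size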
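H1299 lung cancer cells, p53-null (H1299-neo) or expressing p53 A138V (H1299-p53A138V), were plated overnight at 37C, then exposed to compounds at up to 46 uM for 24 hr at 39C. Viability was read by ATP-based luminescence.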
NTMT1 inhibitor = inhibitors of human N-terminal methyltransferase NTMT1; AID 1645870; Q9BV86; NTMT1 MTase-Glo SAH luminescence, purified enzyme; Potency, µM (highest dose often 114 µM), without a hit: at the highest dose activity change, negative = inhibition, usual class: inhibitors; actives 2.5% (n = 59,000);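 note: potency is the fitted concentration of half-maximal effect; plate controls were DMSO vehicle for no effect and no enzyme for full effect; nearly all actives have a fitted effect of over 65% in size; many of its hits are not listed in these tables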
Target sequence (Q9BV86 whole entry, looked up): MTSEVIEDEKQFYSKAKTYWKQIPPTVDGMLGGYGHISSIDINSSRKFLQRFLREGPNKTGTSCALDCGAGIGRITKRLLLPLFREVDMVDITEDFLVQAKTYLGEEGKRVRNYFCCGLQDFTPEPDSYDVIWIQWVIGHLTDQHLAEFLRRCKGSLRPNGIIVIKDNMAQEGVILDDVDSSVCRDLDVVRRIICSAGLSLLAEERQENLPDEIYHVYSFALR
Numbers without * were called inactive; u = inconclusive; [ ] = remark or other dose. Calls come from the whole dose curve; as a rule, active = well fitted curve in the direction sought with a large enough effect; inconclusive = small, poorly fitted or top-dose-only effect, or another doubt; inactive = no such curve, though single readings can be large; an effect the other way counts as inactive or inconclusive. The list is partial, so the mix of outcomes need not match the whole.

SMILES | TSG101-PTAP inh | GALK inhibitor | p53null 32C tox | B2AR arrestin ag | FH mod | p53null 39C tox | NTMT1 inhibitor
CCc1cccc(C)c1NC(=O)CCCn1c(=O)c2cccn2c2cccnc21 | 0% | -10% | 3% | 1% | 0% | -1% | -14%
Cc1ccc(NC(=O)CSc2nc(=O)n(Cc3ccncc3)c3c2CCC3)cc1Cl | 0% | 0% | -8% | -3% | -12% | -8% | 18%
CCOc1ccc(C(=O)Nc2ccc3c(c2)N(C(C)=O)CCC3)cc1OCC | -1% | -1% | -9% | 1% | -38% | u | -8%
COc1ccc(NC(=O)CSc2nncn3c2cc2oc(C)cc23)cc1OC | 5% | 0% | -3% | 2% | -15% | -12% | u
O=C(C1CC1)N1CCc2cc(Br)cc(S(=O)(=O)Nc3ccc(F)c(F)c3)c21 | -1% | 7% | 25µM* | 1% | 28µM* | 13µM* | 17%
Cc1cc(C)cc(NC(=O)Cn2nnc(-c3nc(-c4ccncc4)no3)c2N)c1 | 2% | 2% | 2% | -1% | -8% | 6% | -25%
COc1cccc2cc(C(=O)N3CCN(c4cc(C)ccc4C)CC3)c(=O)oc12 | -7% | 6% | 11% | 0% | -19% | -12% | 0%
CC(=O)c1ccc(NC(=O)Cn2c(-n3nc(C)cc3C)nc(C)c(C)c2=O)cc1 | 2% | 1% | 5% | -4% | 25% | 25% | 21%
CCOC(=O)C1CCN(c2ncnc3c2c(-c2ccccc2)cn3-c2ccc(Cl)cc2)CC1 | -6% | -1% | -4% | -1% | -7% | -21% | 18%
COc1ccc(Cl)cc1NC(=O)c1c(NCc2ccc(C)o2)sc2c1CCCCC2 | 1% | 0% | 23% | 7% | u | 1% | -24%
COC(=O)C(C)n1nnc2sc(-c3ccccc3)cc2c1=O (stereo unspecified) | 6% | 2% | u | -2% | 1% | u | -1%
CC(C)CCNC(=O)c1ccc2c(c1)nc1n2CCCCC1 | 0% | -1% | 7.9µM* | 0% | -10% | 6.3µM* | -2%
Cc1ccc(OCC(=O)Nc2ccc3nc(Nc4cccc(Cl)c4)cc(C)c3c2)cc1 | 1% | 6% | -11% | 0% | -2% | -12% | 13%
CCC12CN3CC(CC)(CN(C1)C3c1c[nH]c3ccccc13)C2=O (stereo unspecified) | -1% | -3% | 8% | 0% | -16% | -2% | 12%
COc1cccc(-c2nn3c(=O)cc(CN4CCN(S(=O)(=O)c5ccc(C)cc5)CC4)nc3s2)c1 | -8% | -1% | -14% | -1% | -22% | -7% | 3%
O=C(Nc1ccccc1)N1CCN(C(=O)c2nsc3ccccc23)CC1 | -2% | 2% | -5% | 1% | 6% | -11% | u
Cc1ccc(CNC(=O)CCn2cnc3ccccc3c2=O)cc1 | 2% | 5% | -8% | -1% | -22% | 108%[activator] | 26%
CCC(C(=O)Nc1cc(C)ccc1C)n1c(=O)c(C(F)(F)F)nc2ccccc21 (stereo unspecified) | 1% | -2% | -1% | 1% | 13% | 8% | 10%
Cc1cc(S(=O)(=O)Nc2ccc(C(=O)O)cc2)c(C)c(S(=O)(=O)c2ccc(Cl)cc2)c1 | 1% | 3% | 8% | 0% | -6% | 9% | 13%
Cc1cc(C(=O)N2CCN(c3cccc(Cl)c3)CC2)c2c(C)nn(-c3ccccc3Cl)c2n1 | -3% | 10% | 0% | 0% | -36% | -3% | -2%
CC(=O)N1CCCc2ccc(NC(=O)c3ccc(C(F)(F)F)cc3)cc21 | -4% | -1% | -17% | 1% | 0% | -17% | u
Cn1c2ccccc2c2c(C(=O)N3CCN(c4cccc(Cl)c4)CC3)cn(C3CCCCC3)c(=O)c21 | 0% | 2% | 11% | -1% | -23% | 1% | 3%
CCc1c(C)nc2nncn2c1NCc1ccc(Cl)cc1 | 1% | 1% | 10% | -1% | -1% | -24% | 2%
CC(=O)c1ccc(N2C(=O)N(Cc3ccccc3C#N)c3ccccc3S2(=O)=O)cc1 | -4% | -6% | -10% | -1% | 8% | -4% | u
COCCCNC(=O)CS(=O)Cc1nc(-c2cccc(C)c2)oc1C (stereo unspecified) | 1% | 0% | -7% | 0% | -7% | -19% | -2%

Record cards (already shown). Values in the order: TSG101-PTAP inh, GALK inhibitor, p53null 32C tox, B2AR arrestin ag, FH mod, p53null 39C tox, NTMT1 inhibitor
`O=C(Nc1ccccc1)N1CCN(C(=O)c2nsc3ccccc23)CC1` is listed as -2%, 2%, -5%, 1%, 6%, -11%, u
`COc1cccc(-c2nn3c(=O)cc(CN4CCN(S(=O)(=O)c5ccc(C)cc5)CC4)nc3s2)c1` is listed as -8%, -1%, -14%, -1%, -22%, -7%, 3%

Filtered by structure, the compounds so far with a furan ring, fused or not (2)
SMILES | TSG101-PTAP inh | GALK inhibitor | p53null 32C tox | B2AR arrestin ag | FH mod | p53null 39C tox | NTMT1 inhibitor
COc1ccc(NC(=O)CSc2nncn3c2cc2oc(C)cc23)cc1OC | 5% | 0% | -3% | 2% | -15% | -12% | u
COc1ccc(Cl)cc1NC(=O)c1c(NCc2ccc(C)o2)sc2c1CCCCC2 | 1% | 0% | 23% | 7% | u | 1% | -24%

(more compounds)
SMILES | TSG101-PTAP inh | GALK inhibitor | p53null 32C tox | B2AR arrestin ag | FH mod | p53null 39C tox | NTMT1 inhibitor
O=C(Nc1cccc(Cl)c1)N1CC2CCCN2c2ccccc21 (stereo unspecified) | -2% | 0% | 5% | -3% | u | 0% | 9%
Cc1cccn2c(=O)c(C(=O)NCc3ccccc3Cl)c(O)nc12 | 1% | 2% | -2% | 0% | 12% | 3% | 11%
Cc1ccc(NC(=O)c2cnc3cc(C)ccn3c2=O)c(C)c1 | 3% | 4% | -12% | 1% | -4% | -9% | 0%
Cc1ccccc1NC(=O)c1ccc(Cl)c(S(=O)(=O)N2CCCCCC2)c1 | -1% | -1% | 2% | -1% | -16% | u | u
COc1cc(-c2noc(-c3ccc(N(C)C)c([N+](=O)[O-])c3)n2)cc(OC)c1OC | -4% | -1% | -11% | -2% | -12% | u | 3%
O=C(Nc1ccc(Br)cc1)Nc1nc2c(s1)CCCCCC2 | 2% | 3% | -6% | 0% | -9% | 0% | 5%
Cc1ccc(C)c(Nc2ncnc3c2cnn3-c2ccc(F)cc2)c1 | -8% | 1% | 2% | -1% | -3% | -17% | u
Cn1cc(-c2cc3n(n2)CCC(=O)N3CCCC(=O)Nc2ccc(Cl)cc2)c2ccccc21 | 0% | -3% | 2% | 1% | -24% | -11% | 7%
O=C(NCc1cccs1)c1ccc(Cn2c(SCc3cccc(F)c3)nc3cccnc32)cc1 | 0% | -6% | 4% | 0% | u | -5% | 23%
Cc1cn(C)c(CC(=O)NCc2ccccc2)c1C(=O)O | -7% | -1% | -6% | -2% | 1% | -9% | 7%
COc1ccc(N2Cc3cccc(C(=O)Nc4ccc(F)cc4)c3C2=O)cc1 | 0% | 8% | 5% | 0% | 1% | -12% | u
COc1ccc(Cl)cc1NC(=O)Cn1c(=O)oc2cc(S(=O)(=O)N3CCCCCC3)ccc21 | -3% | -3% | 7% | -2% | -6% | 0% | -5%
CCCN1CCN(c2ncnc3sc(C(=O)Nc4c(C)cc(C)cc4C)c(C)c23)CC1 | -3% | -4% | 15% | 1% | -19% | -8% | 5%
CC(=O)c1ccc(NC(=O)C2CCCN(S(=O)(=O)c3ccc4c(c3)CCCN4C(C)=O)C2)cc1 (stereo unspecified) | 2% | 2% | 3% | 0% | 18% | 29% | 0%
COc1cccc(NC(=O)C2CCC(CNS(=O)(=O)c3ccc4c(c3)CCCC(=O)N4)CC2)c1 (stereo unspecified) | -5% | -2% | -9% | 1% | -5% | u | -1%
O=C(NCc1ccc(Cl)cc1)C1CCN(S(=O)(=O)c2cccc3nonc23)CC1 | 1% | 6% | 10% | -1% | -5% | 4% | 1%
Cc1cc(C)cc(N(CC(=O)Nc2c(C)cc(C)cc2C)S(=O)(=O)c2c(C)nn(C)c2C)c1 | -9% | -1% | -4% | 1% | 3% | -5% | 11%
Cc1cc(C)c2c(CC(=O)N(Cc3ccccc3)C3CCS(=O)(=O)C3)coc2c1 (stereo unspecified) | 2% | 2% | 0% | 0% | -47% | 9% | 12%
COc1cccc(CN2CCc3nc(Nc4ccc5c(c4)OCCO5)ncc3C2)c1OC | -2% | -1% | -6% | 0% | -20% | -2% | 5%
COc1cccc(C(=O)NCC(=O)OCc2cc(=O)n3c(C)csc3n2)c1 | -4% | 0% | 6% | 0% | 10% | 7% | -3%
O=C(NCc1ccco1)C1CCN(C(=O)N2CCOc3ccccc32)CC1 | 1% | 2% | 0% | 0% | 2% | -27% | 7%
COc1ccc(CCNC(=O)C(=O)Nc2ccc(C)cc2)cc1OC | -1% | 0% | 3% | -2% | 0% | 19% | 0%
CCOc1ccc(-c2c(C)nn3c(C)c(C(=O)Nc4cc(C)cc(C)c4)cnc23)cc1OCC | -1% | 0% | -2% | 1% | 1% | 14% | 5%
Cc1ccc(C)c(CN2C(=O)c3ccccc3S(=O)(=O)c3ccc(C(=O)N4CCOCC4)cc32)c1 | -6% | 0% | 2% | -1% | -4% | 2% | u
CCCCn1nc(NC(=O)c2cccc(Cl)c2)c2cc3ccc(C)cc3nc21 | -3% | 1% | -11% | 0% | 2% | -5% | 5%

Carrying on:
SMILES | TSG101-PTAP inh | GALK inhibitor | p53null 32C tox | B2AR arrestin ag | FH mod | p53null 39C tox | NTMT1 inhibitor
COC(=O)c1cc2sc(Cl)cc2n1Cc1nc(-c2ccc(OC)cc2)oc1C | 0% | 4% | 4% | -1% | -29% | -9% | 2%
CCOC(=O)C(C)NC(=O)c1cc2c(=O)[nH]c3ccc(C)cc3c2s1 (stereo unspecified) | -4% | 1% | -3% | 0% | u | -10% | -2%
COc1cccc(NC(=O)CCNS(=O)(=O)c2ccc(Br)s2)c1 | -8% | 6% | -3% | -2% | -7% | -21% | 1%
Cc1nc2ccc(S(=O)(=O)NC(CC(C)C)C(=O)N3CCN(c4ccc(F)cc4)CC3)cc2s1 (stereo unspecified) | -13% | -2% | -1% | -1% | -4% | -6% | 3%
CCCN1C(=O)c2oc3cc(C)cc(C)c3c(=O)c2C1c1ccc(F)cc1 (stereo unspecified) | 0% | 2% | 0% | 0% | 2% | 1% | 9%
COC(=O)c1sc2cccc(F)c2c1S(=O)(=O)N1CCN(c2ccc(C)cc2C)CC1 | 1% | 5% | -6% | 0% | -26% | -3% | 10%
CCOc1ccc(CCNC(=O)CCCc2nnc3n(CC(C)C)c(=O)c4sccc4n23)cc1 | -2% | -8% | -3% | 0% | -7% | -16% | -2%
COC(=O)c1cccc(-n2c(CCC(=O)O)ccc2-c2cccs2)c1 | 1% | 1% | 2% | -2% | -9% | 22% | u
COc1cccc(C(c2sc3nc(-c4ccco4)nn3c2O)N2CCCC2)c1 (stereo unspecified) | -4% | -2% | -5% | -1% | -5% | 16% | -1%
COc1ccc2nc(N(Cc3cccnc3)C(=O)c3ccc4c(c3)OCCO4)sc2c1 | 5% | u | -12% | 0% | -1% | -12% | -4%
O=C(Cn1ncc2c(=O)oc3ccccc3c21)NCc1ccccc1Cl | 3% | 0% | -7% | 1% | 3% | -2% | 5%
